Source: PubChem BioAssay
NPYLR7 agonist = mosquito NPYLR7 agonism. HEK293T NPYLR7/Galpha15, GCaMP6s calcium fluorescence. activation, % at 10 µM. actives 0.15% (n = 270,000); in the data active = activation above about 40%;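 note: 0% = vehicle and 100% = reference agonist at the receptor; some compounds past the cut are filed as inactive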
mcGAS lum = mouse cGAS inhibition by luminescence; inhibition, % at 12.5 µM; recombinant cGAS, Kinase-Glo ATP depletion luminescence; AID 1259399; actives 0.15% (n = 160,000);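 note: 0% = negative control wells and 100% = reference inhibitor with no enzyme activity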
hcGAS inh = human cGAS inhibition; inhibition, % at 12.5 µM; Q8N884; recombinant h-cGAS, ATP depletion, Kinase-Glo luminescence; actives 0.081% (n = 290,000); AID 1259398;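 note: 0% = vehicle reaction and 100% = reaction without DNA for no activity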
Target sequence (Q8N884 whole entry, looked up): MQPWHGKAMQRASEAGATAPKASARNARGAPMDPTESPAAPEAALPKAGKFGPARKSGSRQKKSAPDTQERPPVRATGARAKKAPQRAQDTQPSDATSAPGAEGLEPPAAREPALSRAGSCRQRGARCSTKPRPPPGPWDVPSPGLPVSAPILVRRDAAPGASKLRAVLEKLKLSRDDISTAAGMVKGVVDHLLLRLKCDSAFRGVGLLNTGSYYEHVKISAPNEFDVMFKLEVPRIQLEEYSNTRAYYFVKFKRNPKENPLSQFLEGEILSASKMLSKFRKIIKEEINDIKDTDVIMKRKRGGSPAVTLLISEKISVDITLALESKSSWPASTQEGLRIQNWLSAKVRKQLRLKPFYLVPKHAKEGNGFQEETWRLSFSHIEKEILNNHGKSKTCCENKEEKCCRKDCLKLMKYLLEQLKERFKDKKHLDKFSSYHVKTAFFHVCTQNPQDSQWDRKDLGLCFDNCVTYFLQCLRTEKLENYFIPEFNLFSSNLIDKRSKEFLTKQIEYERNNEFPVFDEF
Numbers without * were called inactive; x = no result given; & = joins results of further samples. Cut-off read from the data, not from the text of the source, unless noted: active = inhibition above about 40%; inactive = the rest.

Values run as follows: NPYLR7 agonist	mcGAS lum	hcGAS inh
COc1cccc(-c2nccn2-c2ccc(-c3n[nH]c(C)n3)cc2)c1OC
    2	-14	3
O=C(C=Cc1ccc2c(c1)OCO2)N1CCN(c2ncccn2)CC1
    -4	x	-5
O=C(Nc1ccccn1)N1CCCC1CCc1ccccc1 (configuration not stated)
    8	-8	-15
CNC(=O)c1noc(CNC(=O)[C@@H]2CCCN2C(=O)C2CCCCC2)n1
    x	-6	-10
COCCOC(=O)N1C2CCC(O)(CC2)[C@@H]1[C@@H](O)c1ccccc1
    8	-9	-3
C[C@H](C(=O)NCc1ccccc1)N1Cc2ccc(N3CCOCC3)nc2C1=O
    6	x	-8
Cc1cc(=O)n2[nH]c(Cc3ccccc3)c(-c3cccc4ccccc34)c2n1
    -17	x	-5
Cn1c(CC2CCNCC2)nnc1SCCOc1ccc(Cl)cc1
    6	x	-6
CNC(=O)c1cccnc1-c1ccc(CO)cc1
    1	x	-5
CC(=O)c1cccc(N2C(=O)C3C(C2=O)C2(C)C=CC3(C)O2)c1 (configuration not stated)
    -4	-2	-2

Shown as labelled records: two of the compounds above
SMILES: Cn1c(CC2CCNCC2)nnc1SCCOc1ccc(Cl)cc1
  NPYLR7 agonist: 6 | mcGAS lum: x | hcGAS inh: -6
SMILES: CNC(=O)c1cccnc1-c1ccc(CO)cc1
  NPYLR7 agonist: 1 | mcGAS lum: x | hcGAS inh: -5

(more compounds)
Values run as follows: NPYLR7 agonist	mcGAS lum	hcGAS inh
COc1ccc(CCOc2nc(-c3ccc(C(F)(F)F)cc3)n(-c3cccc(NC(=O)c4cccc(F)c4)c3)n2)cc1
    25	-5	-8
CCc1n[nH]c2c1CN(C(=O)COCc1nc3ccccc3[nH]1)CC2
    20	x	-8
CCOC(=O)C1CCCN(C(=O)c2coc(CN(Cc3cccc(C(F)(F)F)c3)Cc3cccs3)n2)C1 (configuration not stated)
    x	-3	0
COc1ccc2c(c1)CCCN2C(=O)C1=NCC(=O)N(c2ccccc2)N1
    -2	-5	-5
COc1ccc(-n2ccnc2CN2CCCC2c2ccccn2)cc1 (configuration not stated)
    2	-10	-4
O=C(NCc1cccc(F)c1)C(C1CCCC1)N1CCN(C(=O)c2ccccc2Cl)CC1 (configuration not stated)
    -3	x	0
O=C(NCCc1ccc(F)cc1)C1CC=CCC1C(=O)N1CCc2ccccc2C1 (configuration not stated)
    -4	-3	-5
COC(=O)C1=C(C)N(C)C(C)=C(C(=O)OC)C1c1ccc(C(=O)OC)cc1
    0	-6	-2
COCCCNc1nc2nonc2nc1N(C)CCOc1ccccc1
    -7	x	-5
CNC(=O)CN1CCC(CN(C)C(C)c2cccc(C)c2)CC1 (configuration not stated)
    4	x	-12

Four of these compounds in a different format:
SMILES: C[C@H](C(=O)NCc1ccccc1)N1Cc2ccc(N3CCOCC3)nc2C1=O
  NPYLR7 agonist: 6	mcGAS lum: x	hcGAS inh: -8
SMILES: Cc1cc(=O)n2[nH]c(Cc3ccccc3)c(-c3cccc4ccccc34)c2n1
  NPYLR7 agonist: -17	mcGAS lum: x	hcGAS inh: -5
SMILES: Cn1c(CC2CCNCC2)nnc1SCCOc1ccc(Cl)cc1
  NPYLR7 agonist: 6	mcGAS lum: x	hcGAS inh: -6
SMILES: CNC(=O)c1cccnc1-c1ccc(CO)cc1
  NPYLR7 agonist: 1	mcGAS lum: x	hcGAS inh: -5

(continued)
Values run as follows: NPYLR7 agonist	mcGAS lum	hcGAS inh
O=C(c1cc(-c2ccc([N+](=O)[O-])cc2)nn1-c1ccccc1Cl)N1CCC2(CC1)OCCO2
    -7	1	-4
COc1cc(C(=O)O)sc1Br
    10	x	-5
CCc1ccc(NC(=O)CN2C(=O)N(c3ccccc3)C3CS(=O)(=O)CC32)cc1 (configuration not stated)
    0	x	0
CC1(C)Cc2nc(C(C)(C)C)ncc2C(NC(=O)CN2CCCCC2=O)C1 (configuration not stated)
    3	x	-6
COc1cc(CNC(=O)CCl)ccc1OC(F)F
    11	x	-5
CN(C(=O)c1ccc2ncsc2c1)C1CCCc2ccccc21 (configuration not stated)
    2	x	-1
N#Cc1cccc(CN2C(=O)C3(NCCS3)c3cc(Cl)ccc32)c1 (configuration not stated)
    26	x	1
O=C(CCC1CCCN(C(=O)Cn2cccn2)C1)Nc1ccc(C(F)(F)F)cc1 (configuration not stated)
    5	x	-10
CN(C)CCCCN(C)S(=O)(=O)c1cc2ccccc2o1
    3	x	-7
Cc1ccc(-n2nnc3c(=O)n(CC(=O)N4CCN(c5ccccc5)CC4)cnc32)cc1C
    -1	-7	-6

Retrieved by structure from the entries so far:
Values run as follows: NPYLR7 agonist	mcGAS lum	hcGAS inh
COc1ccc(-n2ccnc2CN2CCCC2c2ccccn2)cc1 (configuration not stated)
    2	-10	-4
C[C@H](C(=O)NCc1ccccc1)N1Cc2ccc(N3CCOCC3)nc2C1=O
    6	x	-8
O=C(c1cc(-c2ccc([N+](=O)[O-])cc2)nn1-c1ccccc1Cl)N1CCC2(CC1)OCCO2
    -7	1	-4

Following part.
Values run as follows: NPYLR7 agonist	mcGAS lum	hcGAS inh
C=CCOC(CN1CCN(C(=O)c2c(-c3c(Cl)cccc3Cl)noc2C)CC1)c1cccc(N2CCCC2)c1 (configuration not stated)
    5	-7	-10
Cc1cc(C(F)(F)F)nn1CC(=O)Nc1cc(O)cc([N+](=O)[O-])c1
    -2	x	0
COc1cccc(NC(=O)C2(C)CCCN2C(=O)C(C)C)c1OC (configuration not stated)
    -4	-2	-5
CCN(CCn1cccn1)Cc1ccc2c(c1)OCCO2
    0	2	3
NNC(=O)C[n+]1nc(-c2ccccc2)n[nH]1
    2	x	-2
Cc1csc(NC(=O)CSc2nc(=O)n(N3CCN(C)CC3)c3c2CCCC3)n1
    -4	-7	-6
Cn1nc(-c2ccc(NC(=O)Cc3ccc(Br)cc3)cc2)ccc1=O
    0	-5	-3
COCCNC(=O)c1cc(-c2ccc(F)cc2)nc2cc(-c3ccccc3)nn12
    3	-4	-3
CC(C)(C)OC(=O)N1CCC(CC(=O)N2CC(c3nc4ccccc4[nH]3)C2)CC1
    2	x	-10
CCc1ccc(CNc2nc(CCN)nc3ccccc23)nc1
    2	x	-9
Cc1ccc(C2c3cccn3CCCN2Cc2cccc(F)c2)cc1C (configuration not stated)
    29	-5	-4
O=C(c1ccccc1F)N(Cc1cccc(F)c1)CC1CC(c2ccc3c(c2)OCO3)=NO1 (configuration not stated)
    25	-11	-11
COC(=O)Nc1ccccc1OCc1cnc(C)s1
    -22	x	-10
Cc1cc(S(=O)(=O)NC2CCCCC2C)ccc1Cl (configuration not stated)
    1	x	-8
CCCNC(=O)c1nnc2n1CCN(C(=O)CCC1CCCC1)C2
    8	x	-6
Cc1nc(-c2ccccc2)sc1C(C)NC(=O)C1(c2ccc(F)cc2)CC1 (configuration not stated)
    0	1	3
C=CCN1C[C@H]2COc3ccccc3[C@H]2N(C(=O)C(C)C)CCC1=O
    -1	-7	-9
CCOC(=O)CC1=C(C(=O)OCC)C(c2cccc(Cl)c2Cl)C(C#N)C(=N)O1 (configuration not stated)
    -3	-8	-2
COc1ccccc1NC(=O)N1CCc2cc(OC)c(OC)cc2C1CN (configuration not stated)
    -9	1	1
C/C(CC(=O)Nc1ccc(Cl)cc1C)=N\NC(=O)c1ccncc1
    2	x	-6
CN(C)C1CCN(C(=O)c2cn(Cc3c(F)cccc3F)nn2)C1 (configuration not stated)
    1	x	-4
COc1cccc(NC(=O)C2(C)CCN2Cc2ccc3c(c2)OCCO3)c1 (configuration not stated)
    7	x	-7
Cc1ccccc1-c1nn(-c2ccc(F)cc2F)cc1CNCc1cccs1
    -5	-1	0
O=C(Nc1cccc(-c2ccc(F)cc2)c1)C1CCCN(C(=O)c2ccccc2)C1 (configuration not stated)
    -6&4	-9	-6&-7
CCC1=NOC(CNC(=O)CCc2scnc2C)C1 (configuration not stated)
    2	-8	-3
Cc1ccc(Cc2nc(N3CCN(Cc4cccc(Cl)c4)CC3)c3c(C)nn(-c4ccccc4)c3n2)cc1
    x	-9	-7
COc1ccc(C(=O)C2CCN(Cn3nc(-c4ccc(C)cc4)n(C)c3=S)CC2)cc1
    -7	-5	-3
O=C(NCc1cccnc1)c1cccc(OC2CCN(C(=O)C3CC=CCC3)CC2)c1 (configuration not stated)
    2	x	-7&-6
CC(C(=O)Nc1cc(F)ccc1F)N(C)Cc1cccc(F)c1 (configuration not stated)
    8&0	-6	-11&-11
CC1(c2ccccc2)NC(=O)N(Cc2cc(Cl)c3c(c2)OCO3)C1=O (configuration not stated)
    8	-10	-8
COCCN1CC(CNC(=O)c2cc(COc3ccc(C)c(C)c3)on2)CC1=O (configuration not stated)
    -5	x	6
Cc1cc(C)c(S(=O)(=O)N2CCC(c3c[nH]c4ccc(C)cc34)CC2)c(C)c1
    1	-4	-1
COc1ccc(NS(=O)(=O)c2cnc[nH]2)cc1
    7	x	-7
Cc1cc(C)c(C)c(S(=O)(=O)N2CCN(CCO)CC2)c1C
    -4	-8	-5
Cc1cc(=O)[nH]c(NN=Cc2ccsc2)n1
    -2	x	-4
O=C(NCc1ccc(F)cc1)c1cc(C2CCCCN2S(=O)(=O)Cc2ccccc2)on1 (configuration not stated)
    1	-6	-9
COC1CCN(S(=O)(=O)N2CCC(O)(c3ccc(C)cn3)CC2)CC1
    -1	x	-5
Cc1ccccc1NC(=O)c1sc(NC(=O)C2CC2)cc1C
    6	x	-4
O=C(CCN1CCC(c2cccc(O)c2)CC1)NCc1cccs1
    -2	-12	-8
CC(=O)c1ccc(N2CCN(C(=O)c3cc(C)nc4c(C)cccc34)CC2)cc1
    2	x	-2

Just hcGAS inh, for two of the compounds above:
SMILES	hcGAS inh
CC(=O)c1cccc(N2C(=O)C3C(C2=O)C2(C)C=CC3(C)O2)c1 (configuration not stated)	-2
COc1ccc2c(c1)CCCN2C(=O)C1=NCC(=O)N(c2ccccc2)N1	-5

(list continues)
Values run as follows: NPYLR7 agonist	mcGAS lum	hcGAS inh
O=C(Nc1ccc(N2CCC(Cc3ccccc3)CC2)c(C(=O)NCCN2CCOCC2)c1)c1cc(Cl)cc(Cl)c1
    8	-4	-1
CC12CC3CC(C)(C1)CC(C(=O)NNC(=O)c1ccccn1)(C3)C2
    13	x	-2
COc1cc(NCCC(=O)NC2CCCCC2)ncn1
    1	x	-3
COc1ccc(-c2cc(C(F)(F)F)n3ncc(C(=O)NC(C)C)c3n2)cc1
    3	2	3
CCO[C@H]1COC[C@@H]1NC(=O)c1c(C)nc2sccn12
    -3	-12	-3
Cc1ccc(S(=O)(=O)NNC(=O)Cn2nc([N+](=O)[O-])c([N+](=O)[O-])c2C)cc1
    -4	1	0
COc1cc(/C=C/CN2CCC(C(=O)NC(c3ccc4c(c3)OCO4)c3ccccn3)CC2)ccc1OC(C)=O (configuration not stated)
    -16	1	-1
CCCCc1ccc(NS(=O)(=O)c2cccc(C(=O)N3CCNC(=O)C3)c2)cc1
    8	-6	-9
O=C(Cc1ccccc1)N(Cc1cccnc1)c1nc2c(Cl)cccc2s1
    -17	-6	-2
Cc1ccccc1NC(=O)Nc1c[nH]c2ccccc12
    0	-10	-9
CC1CCCC(CC(=O)OC2CCS(=O)(=O)C2)C1 (configuration not stated)
    2	x	-11
CC1CCC2C(CCCN2C(=O)c2ccc(-n3ccnc3)nc2)C1 (configuration not stated)
    -6	4	0
CC1(NC(=O)/C=C/c2ccc(S(=O)(=O)N3CCCCCC3)cc2)CC1
    0	x	-10
CCc1nc(C)c(C(=O)NCc2cn3nc(C)sc3n2)o1
    -6	x	-8
O=C(Cn1cc(Cl)cn1)N1CCC2(CC1)N=C(c1ccccc1)NC2=O
    6	-14	-11
CCCC1COCCN1C(=O)CCCS(N)(=O)=O (configuration not stated)
    4	x	-3
CCO[C@H]1[C@H](NC(=O)c2cccnc2)c2ccccc2C12CCN(C(=O)/C=C/c1cccs1)CC2
    25	-10	-7
